High-throughput results (PubChem BioAssay)
LDHA inh = qHTS assay for inhibitors of human lactate dehydrogenase; actives 0.15% (n = 480,000); activity change, % (values are at about 110 or 230 µM); purified LDHA, NADH/diaphorase-resazurin fluorescence; active compounds read low; AID 1347041, 2019; L-lactate dehydrogenase A chain (Homo sapiens), P00338; in the data active means activity change below about -30%; inconclusive means mostly about -25% to -30%;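 further: plate controls were DMSO wells for no effect and wells without enzyme for full effect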
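Enzyme activity of human lactate dehydrogenase 5 (2 nM; 0.06 mM NADH, 0.2 mM pyruvate, 5 min, RT) is measured via a resazurin/diaphorase fluorescence readout of residual NADH.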
RGS4 inh = Inhibitors of Regulator of G Protein Signaling (RGS) 4: qHTS; Transcreener GDP fluorescence polarization, RGS4-accelerated GTP hydrolysis; Potency, µM (doses to about 114 µM), without a hit: at the highest dose activity change, negative = inhibition, hits mostly inhibitors; actives 0.039% (n = 390,000); further: potency means the concentration at half of the fitted maximal effect; on the % scale 0 is the no-effect control and ±100 the full control effect; nearly all actives have a fitted effect of over 75% in size; some results filed as inactive show a strong effect at the top dose
Target sequence (P49798 whole entry, looked up): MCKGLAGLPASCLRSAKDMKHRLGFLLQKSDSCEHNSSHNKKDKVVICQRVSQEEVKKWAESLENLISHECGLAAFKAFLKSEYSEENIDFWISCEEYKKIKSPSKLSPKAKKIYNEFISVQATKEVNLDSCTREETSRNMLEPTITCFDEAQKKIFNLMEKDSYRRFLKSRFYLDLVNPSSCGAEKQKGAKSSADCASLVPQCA
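MLSMR compounds (23 nl, pin-transferred) preincubated 10 min at room temperature with a 500nM (2x) first reagent, then RGS4 at 900nM (2x) plus Transcreener GDP mix added; fluorescence polarization (620/688 nm) read before and after 90 min at 30 °C.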
USP1-UAF1 inh = Inhibitors of USP1/UAF1: Primary Screen; recombinant USP1/UAF1, Ub-Rhodamine cleavage fluorescence; AID 743255, 2014; Ubiquitin carboxyl-terminal hydrolase 1 (Homo sapiens), O94782; actives 0.23% (n = 390,000); Potency, µM (top dose mostly 57.1 µM), for the others: at the highest dose activity change, negative = inhibition, actives largely listed as inhibitors; further: potency means the concentration at half of the fitted maximal effect; on the % scale 0 is the no-effect control and ±100 the full control effect; nearly all actives have a fitted effect of over 60% in size; inactives centre near -12
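USP1/UAF1 complex (1 nM) preincubated 15 min at room temperature with compound, then Ub-Rho substrate (150 nM final) added. Kinetic fluorescence at 480/540 nm over 6 reads at 60 s intervals; 50 mM HEPES pH 7.8, 0.5 mM EDTA, 0.1 mg/ml BSA, 1 mM TCEP, 0.01% Tween-20.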
Vif-A3G inh = qHTS for Inhibitors of Vif-A3G Interactions: qHTS; DNA dC->dU-editing enzyme APOBEC-3G (Homo sapiens), Q9HC16; HeLa A3G-eYFP + Vif (tagged APOBEC3G with the HIV-1 protein that degrades it), YFP fluorescence, overnight; Potency, µM (top dose mostly 46.1 µM), for inactives: top-dose activity, negative = active, hits mostly inhibitors; actives 0.076% (n = 410,000); AID 602310, 2012;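 further: potency means the concentration at half of the fitted maximal effect; on the % scale 0 is the no-effect control and ±100 the full control effect; nearly all actives have a fitted effect of over 60% in size; hits raise eYFP signal because A3G escapes Vif-driven loss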
Target sequence (Q9HC16 whole entry, looked up): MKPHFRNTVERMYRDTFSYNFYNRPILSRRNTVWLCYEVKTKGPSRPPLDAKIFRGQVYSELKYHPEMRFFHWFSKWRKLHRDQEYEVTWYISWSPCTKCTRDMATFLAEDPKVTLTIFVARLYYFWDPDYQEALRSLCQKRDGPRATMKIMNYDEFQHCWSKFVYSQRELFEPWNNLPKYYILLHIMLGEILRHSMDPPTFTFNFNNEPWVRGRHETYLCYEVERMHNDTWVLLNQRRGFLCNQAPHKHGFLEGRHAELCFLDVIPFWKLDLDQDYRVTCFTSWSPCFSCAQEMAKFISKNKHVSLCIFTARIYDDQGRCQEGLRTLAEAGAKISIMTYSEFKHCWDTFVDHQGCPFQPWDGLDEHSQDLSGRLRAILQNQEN
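Read-out is eYFP fluorescence (Ex 488/Em 500-530) from Vif-expressing HeLa A3G-eYFP cells; more signal means A3G escaped Vif-mediated degradation. Cells plated overnight, compound pinned in, incubated overnight at 37 deg C.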
TrxR1 inh = qHTS Assay for Inhibitors of Mammalian Selenoprotein Thioredoxin Reductase 1 (TrxR1): qHTS; recombinant rTrxR1, NADPH fluorescence consumption, selenite substrate; actives 1% (n = 390,000); AID 588453, 2011; Potency, µM (top dose mostly 114 µM), for the others: top-dose activity change, negative = inhibition, hits mostly inhibitors; Thioredoxin reductase 1, cytoplasmic (Rattus norvegicus), O89049; further: potency means the concentration at half of the fitted maximal effect; on the % scale 0 is the no-effect control and ±100 the full control effect; nearly all actives have a fitted effect of over 65% in size
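Rat TrxR1 (90 nM in the dispensed reagent) was pre-reduced with 400 uM NADPH for 5 min at room temperature, then incubated with compound for 15 min. After 400 uM selenite was added, NADPH fluorescence (Ex 340/Em 450 nm) was followed for 8 min.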
mIDH1 inhibitor = qHTS for Inhibitors of mutant isocitrate dehydrogenase 1 (IDH1): qHTS; IDH1-R132H enzyme, NADPH consumption, diaphorase/resazurin fluorescence; Potency, µM (series often up to 76.6 µM), for inactives: at the highest dose activity change, negative = inhibition, hits mostly inhibitors; actives 0.093% (n = 390,000); further: potency means the concentration at half of the fitted maximal effect; on the % scale 0 is the no-effect control and ±100 the full control effect; nearly all actives have a fitted effect of over 65% in size
Target sequence (O75874 whole entry R132H, stated change not applied): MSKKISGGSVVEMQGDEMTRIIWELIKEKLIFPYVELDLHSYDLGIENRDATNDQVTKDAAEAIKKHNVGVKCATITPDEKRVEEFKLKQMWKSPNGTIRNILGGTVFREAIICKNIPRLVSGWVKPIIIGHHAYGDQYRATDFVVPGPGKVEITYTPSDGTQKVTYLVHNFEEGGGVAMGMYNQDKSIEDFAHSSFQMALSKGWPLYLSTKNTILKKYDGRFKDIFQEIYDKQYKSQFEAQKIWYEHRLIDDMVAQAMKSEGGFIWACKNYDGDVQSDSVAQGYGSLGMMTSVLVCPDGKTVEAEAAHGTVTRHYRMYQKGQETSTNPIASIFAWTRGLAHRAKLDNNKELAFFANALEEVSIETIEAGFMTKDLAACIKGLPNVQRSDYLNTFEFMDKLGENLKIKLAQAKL
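IDH1-R132H (0.5 ug/mL dispensed) in pH 7.5 Tris buffer was preincubated 30 min with compound, then given a substrate mix of 0.016 mM NADPH and 2 mM alpha-KG for 80 min at room temperature; remaining NADPH was read by diaphorase/resazurin fluorescence.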
Vif-APOBEC3F blk = qHTS for Inhibitors of Vif-A3F Interactions: qHTS; HeLa A3F-eYFP + Vif (tagged APOBEC3F with the HIV-1 protein that degrades it), YFP fluorescence increase; Potency, µM (highest dose often 46.1 µM), for inactives: top-dose activity, negative = active; actives 0.2% (n = 390,000); AID 602313, 2012; further: potency means the concentration at half of the fitted maximal effect; % of control where 0% means no effect; nearly all actives have a fitted effect of over 65% in size
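HeLa cells stably expressing Vif plus C-terminally eYFP-tagged A3F were seeded, incubated overnight at 37 deg C, dosed with compound, incubated overnight again at 37 deg C. Yellow fluorescence (Ex 488/Em 500-530) reported blocked Vif-mediated A3F-eYFP degradation.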
TrxR1 substrate = qHTS Assay for Substrates of Mammalian Selenoprotein Thioredoxin Reductase 1 (TrxR1): qHTS. purified TrxR1 substrate turnover, NADPH consumption readout. Potency, µM (titrated, usually from 114 µM), for the others: at the highest dose activity change, negative = substrate turnover. actives 0.01% (n = 390,000); further: potency means the concentration at half of the fitted maximal effect; on the % scale 0 is the no-effect control and ±100 the full control effect; nearly all actives have a fitted effect of over 50% in size
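Rat TrxR1, dispensed at 90 nM, was prereduced with 400 uM NADPH (final) for 5 min at ~22 deg C, then incubated with compound 15 min before 400 uM selenite. A first-read NADPH fluorescence drop versus no-compound background flagged substrates.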
GRP78 ERSR act = qHTS for Inducers of the Endoplasmic Reticulum Stress Response (ERSR) in Human Glioma: qHTS; U87-MG GRP78 promoter luciferase reporter, 16 h; Potency, µM, without a hit: top-dose activation, actives largely listed as activators; actives 0.02% (n = 420,000); further: potency means the concentration at half of the fitted maximal effect; series mostly up to about 76 µM; % of control where 0% means no effect; nearly all actives have a fitted effect of over 35% in size
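Stably transfected U87-MG glioma cells carrying a GRP78-based luciferase sensor; 16 h compound incubation. Luminescence end-point read 10 min after Bright-Glo addition at room temperature.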
Numbers without * were called inactive; ? = inconclusive; . = no result given; & = joins results of further samples; [ ] = another dose, or the depositor's remark. Unless noted, the call rests on the fitted dose curve; in most records, active means well fitted curve in the direction sought with a large enough effect; inconclusive means small, poorly fitted or top-dose-only effect, or another doubt; inactive means no such curve, though single readings can be large; an effect the other way counts as inactive or inconclusive.

| no. | structure | LDHA inh | RGS4 inh | USP1-UAF1 inh | Vif-A3G inh | TrxR1 inh | mIDH1 inhibitor | Vif-APOBEC3F blk | TrxR1 substrate | GRP78 ERSR act |
| --- | --- | --- | --- | --- | --- | --- | --- | --- | --- | --- |
| 1 | Cc1ccc(NC(=O)C2CCCN2S(=O)(=O)c2ccc3c(c2)n(C)c(=O)c(=O)n3C)c(C)c1 (stereo not drawn) | -9 | 1% | -18% | 0% | 9% | 7% | 0% | 5% | -5% |
| 2 | COc1ccc(/C(C)=N/OCC(=O)Nc2nc3ccccc3s2)cc1 | -2 | 21% | 1% | -2% | -3% | 6% | -4% | -10% | 2% |
| 3 | CCCCn1c(N)c(N(CC(C)C)C(=O)c2cccc(-n3cnnn3)c2)c(=O)[nH]c1=O | -5 | -24% | -18% | 0% | -3% | 2% | 3% | -8% | -4% |
| 4 | COC(=O)c1ccccc1NC(=O)C1CCCN(S(C)(=O)=O)C1 (stereo not drawn) | -4 | -5% | -12% | -2% | 0%[57.1 µM] | 5% | 5% | 9%[57.1 µM] | -4% |
| 5 | Cc1nn(C(C)C(=O)NCc2cccs2)c(C)c1[N+](=O)[O-] (stereo not drawn) | -9 | -2% | -17% | 2% | 16% | 5% | 12% | -2% | -5% |
| 6 | C[C@H](CO)N1C[C@H](C)[C@@H](CN(C)CC2CCCCC2)Oc2c(NS(=O)(=O)c3cccs3)cccc2C1=O | 0 | -3% | -15% | 0% | 0% | -7% | 1% | 4% | 2% |
| 7 | COc1cccc(NC(=O)CN2CCC(C)CC2)c1 | 0 | 7% | -15% | -2% | 5% | 2% | 2% | 3% | 5% |
| 8 | CCOC(=O)CSc1cc(=O)n(CC)c2ccccc12 | -2 | 2% | 0% | 2% | 5% | -1% | -2% | 1% | -3% |
| 9 | CC(C)c1nc2sc3c(NCc4ccco4)ncnc3c2c2c1COC(C)(C)C2 | 4 | -11% | -13% | -9% | -14% | -3% | 5% | 11% | -4% |
| 10 | COC(=O)c1[nH]c2cccc(Cl)c2c1NC(=O)CN1CCN(CCO)CC1 | 3 | 6% | -12% | 1% | 12% | 2% | -2% | 8% | -1% |
| 11 | CS(=O)(=O)N(CC(=O)Nc1ccccc1C(=O)N1CCOCC1)c1ccccc1 | -4 | 39% | 8% | 3% | 11%[57.1 µM] | 6% | 7% | 9%[57.1 µM] | -4% |
| 12 | COCCn1c(C)cc(C(=O)COC(=O)C2CC(=O)N(CCc3ccc(OC)c(OC)c3)C2)c1C (stereo not drawn) | 7 | -32% | -28% | 1% | 1%[57.1 µM] | 2% | -22% | -11%[57.1 µM] | 1% |
| 13 | COc1cc(OC)c2c3c(c(C4CCCCC4)nc2c1)CCCC3 | 6 | -7% | ? | -3% | 18% | -7% | 3% | 15% | -1% |
| 14 | CSc1ccccc1NC(=O)CN(C1CCCCC1)S(C)(=O)=O | 0 | -2% | -11% | 1% | -16% | 4% | -13% | -9% | -3% |
| 15 | CCOc1cc(N2CCOCC2)c(OCC)cc1NC(=O)COc1ncnc2ccccc12 | 7 | -6% | 0% | 0% | 12%[57.1 µM] | 7% | -12% | 4%[57.1 µM] | 0% |
| 16 | O=C(Nc1nc(-c2ccc(F)c(F)c2)cs1)C1=COCCO1 | -2 | -8% | -7% | 2% | -4% | -8% | -11% | -12% | 1% |
| 17 | Cc1ccc(NC(=S)NCc2ccccc2)c(C)c1 | 1 | -32% | -14% | 3% | 14%[57.1 µM] | 4% | 2% | 9%[57.1 µM] | 2% |
| 18 | COc1cc(C(=O)N/N=C(\c2ccccc2)c2ccccn2)cc(OC)c1OC | -1 | 29% | -4% | 0% | 11% | -5% | -10% | -1% | -2% |
| 19 | Cc1nc2nc(SCC(=O)NCCc3ccc(Cl)cc3)nn2c(C)c1Cc1ccccc1 | 2 | -1% | -10% | 4% | 18% | 18% | 5% | 10%[2.29 µM] | -1% |
| 20 | C[C@@H]1CN([C@H](C)CO)C(=O)CCCn2nncc2CO[C@@H]1CN(C)S(=O)(=O)c1ccc2ccccc2c1 | 3 | . | -27% | -1% | . | 10% | -1% | . | -1% |
| 21 | COCCSc1ccccc1C(=O)N1CCN(c2ccccc2OC)CC1 | 2 | -32% | -24% | -4% | 12% | -1% | 1% | 0% | -3% |
| 22 | CCCCn1c(N)c(N(CCOC)C(=O)c2cc(-c3ccccc3)nc3ccccc23)c(=O)[nH]c1=O | -6&11 | 32% | -7% | -4% | -6% | 3% | -11% | -9% | -4% |
| 23 | COc1ccc(CCNC(=O)c2cc(=O)c3ccc(C)cc3o2)cc1OC | -6&-2 | 16%[56.9 µM] | -9%&6% | -1%&-1% | 7%&6% | 0%&18% | 4%&-3% | -7%&5% | -2%&-2% |
| 24 | CCOC(=O)Cn1nc(C)n(-c2c(C)cccc2C)c1=O | -2 | -6% | -18% | -6% | 22%[57.1 µM] | 1% | -41% | 5%[57.1 µM] | 1% |
| 25 | CCOc1ccc(NC(=O)C(C)Sc2nnnn2C)cc1 (stereo not drawn) | -8 | -29% | ? | -5% | -7% | 8% | -2% | 2% | -3% |
| 26 | Cc1cccc(C(=Cc2ccc([N+](=O)[O-])cc2)C(=O)O)c1 | -8 | . | -29% | -5% | . | -9% | -6% | . | -5% |
| 27 | CCN(CC)Cc1c(O)ccc2occ(C(=O)c3ccc(OC)cc3)c12 | 0 | 1% | -2% | 0% | 9%[57.1 µM] | 5% | -20% | 10%[57.1 µM] | 1% |
| 28 | CC1(C)C2CCC1(CS(=O)(=O)N1CCCC1C(=O)O)C(=O)C2 (stereo not drawn) | -7 | 12% | -4% | 3% | 6% | -1% | -2% | 12%[57.1 µM] | -3% |
| 29 | O=C(CSc1nc2ccccc2nc1N1CCCCC1)N1CCN(c2ccccc2)CC1 | -1 | -16% | -12% | 0% | 22%[57.1 µM] | -1% | 3% | -2%[57.1 µM] | -5% |
| 30 | COc1ccccc1N1C(=O)C2C3C=CC(C3)C2(C)C1=O (stereo not drawn) | 3 | 3% | -12% | -1% | 0% | 0% | -7% | -6% | -2% |
| 31 | CCOC(=O)C1CCCN1C(=O)C1(NC(C)=O)CCCC1 (stereo not drawn) | -3 | 14% | -4% | -1% | 8%[11.4 µM] | 5% | 1% | 14%[57.1 µM] | -4% |
| 32 | CCOC(=O)c1c(NC(=O)CSc2nnc(-c3ccc(OC)cc3)o2)sc2c1CCC2 | 0 | 21% | -21% | 3% | 1% | 3% | 0% | -1% | -2% |
| 33 | CC(C)c1cc(C(=O)N2CCCC(C(=O)c3ccc4ccccc4c3)C2)on1 (stereo not drawn) | 1 | -4% | -26% | -1% | 14% | -8% | -24% | 3% | -1% |
| 34 | COc1ccc(C(=O)NCCCOc2cccc(NC(C)=O)c2)cc1 | 0 | -10% | -16% | 2% | 6%[57.1 µM] | 4% | 0% | 5%[57.1 µM] | 1% |
| 35 | CC(=O)N1CCN(C(=O)c2ccc(Cl)c(S(=O)(=O)N3CCCCCC3)c2)CC1 | -12 | -22% | -4% | 0% | -4% | 2% | -2% | -7% | -4% |
| 36 | O=C(C(=O)N1CCN(c2ccc(F)cc2)CC1)N1CCCCC1 | -6 | 28% | -1% | -1% | 11% | 2% | 0% | -9% | -2% |
| 37 | Cc1cc(NS(=O)(=O)c2ccc(NC(=S)NCc3ccccc3)cc2)no1 | -1 | -6% | -14% | 2% | -12% | -7% | 8% | -4% | -4% |
| 38 | Cc1ccc([C@H]2C[C@@H](n3cc(-c4ccc(F)cc4)nn3)[C@H](O)CN2C(=O)c2cccs2)cc1 | 0 | . | -27% | -14% | . | 8% | 3% | . | -1% |
| 39 | Cc1ccc(C)c(S(=O)(=O)N2CCN(C(=O)Cn3[nH]c(=O)c4ccccc4c3=O)CC2)c1 | -3 | -12% | -20% | -4% | 16% | -1% | -2% | 4% | -4% |
| 40 | CNC(=O)NC(=O)Cn1cnc2sc(-c3ccccc3)cc2c1=O | -5 | 0% | -10% | -3% | 13%[11.4 µM] | 6% | -25% | 16%[57.1 µM] | -1% |
| 41 | Cc1cc(C)cc(Nc2nc3c(S(=O)(=O)c4ccccc4)nnn3c3ccccc23)c1 | -8 | 9% | -18% | 2% | 16% | 0% | 0% | 42%[activator] | -5% |
| 42 | CC(CNC(=O)c1ccc(OC2CCN(Cc3ccccn3)CC2)cc1)Oc1cccnc1 (stereo not drawn) | -6 | 22% | -14% | 0% | -12% | -3% | -2% | -3% | -5% |
| 43 | Cc1cccc(NC(=O)c2nc[nH]c2C(=O)N[C@@H](Cc2ccccc2)C(=O)OCc2ccccc2)c1 | 0 | 3% | -16% | -1% | 22% | 4% | -5% | -8% | ? |

The list is partial (hit frequency here may not be typical).
